CHT inh: inhibitors of human choline transporter CHT | Q9GZV3 | actives 0.86% (n = 310,000) | B-score at 10 µM | CHT-expressing cells, membrane potential dye, choline response; stronger effect = lower value;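 active = B-score over 3 SD under the library average, and starting fluorescence ratio not unusually high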;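 note: choline stimulus applied at its EC90 after an EC20 pre-addition; B-score computed on integrated fluorescence ratio after choline addition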
Target sequence (Q9GZV3 whole entry, looked up): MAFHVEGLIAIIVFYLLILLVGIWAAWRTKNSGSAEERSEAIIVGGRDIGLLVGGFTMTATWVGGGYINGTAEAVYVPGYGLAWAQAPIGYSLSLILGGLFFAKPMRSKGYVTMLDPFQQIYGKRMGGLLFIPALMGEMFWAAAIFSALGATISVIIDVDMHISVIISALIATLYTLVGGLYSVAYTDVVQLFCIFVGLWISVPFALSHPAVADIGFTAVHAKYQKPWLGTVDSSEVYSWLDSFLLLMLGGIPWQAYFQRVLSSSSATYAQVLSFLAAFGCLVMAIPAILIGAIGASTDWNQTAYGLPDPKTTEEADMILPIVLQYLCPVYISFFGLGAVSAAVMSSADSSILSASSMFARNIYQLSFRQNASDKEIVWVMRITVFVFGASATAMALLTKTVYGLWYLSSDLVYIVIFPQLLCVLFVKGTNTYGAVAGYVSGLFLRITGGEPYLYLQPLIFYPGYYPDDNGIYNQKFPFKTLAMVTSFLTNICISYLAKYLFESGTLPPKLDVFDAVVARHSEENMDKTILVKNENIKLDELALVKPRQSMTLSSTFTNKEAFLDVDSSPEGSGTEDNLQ
KCNQ2 block: KCNQ2 channel blockers in CHO-K1 cells – cell-based, FluxOR thallium flux, B-score, primary screen (AID 2156); actives 1.1% (n = 310,000); 20 min; stronger effect = lower value; O88943; B-score at 10 µM;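 active = fluorescence ratio B-score at most minus 3 library SDs, with starting brightness B-score within 2 library SDs, cut at about -5.5 in these data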
* = called active by the depositor.

Screening COc1cccc(C2=NOC(C(=O)NC(C)C)C2)c1 (stereo not given) returned CHT inh inactive and KCNQ2 block inactive.
COC(=O)C1C(=O)CC(C)(O)C(C(=O)OC)C1/C=C/c1ccccc1 (stereo not given) was read as CHT inh inactive and KCNQ2 block inactive.
For O=C(O)CCc1nc(-c2cccs2)no1 the results were CHT inh inactive and KCNQ2 block inactive.
For CCOC(=O)c1c(C)[nH]c(C)c1S(=O)(=O)N1c2ccccc2CC1C (stereo not given) the results were CHT inh inactive and KCNQ2 block inactive.
NS(=O)(=O)c1cccc(NC(=O)COc2ccc([N+](=O)[O-])cc2)c1 was read as CHT inh inactive and KCNQ2 block inactive.
`COc1cc(NC(=O)CN2CCCCC2)c(C)cc1[N+](=O)[O-]` gave CHT inh inactive and KCNQ2 block inactive.
`O=C1CCC(C(=O)N2CCC(O)(c3ccccc3)CC2)CN1CCc1ccccc1` (stereo not given) gave CHT inh inactive and KCNQ2 block inactive.
For COc1ccccc1CN1CCNC(=O)C1CC(=O)NC1CCCCCC1 (stereo not given) the results were CHT inh inactive and KCNQ2 block inactive.
`Cc1nc(SCC(=O)Nc2ccnc3ccccc23)n[nH]1` gave CHT inh inactive and KCNQ2 block inactive.
For CCOc1ccc(/C=c2\sc3nc(-c4ccco4)nn3c2=O)cc1OCC the results were CHT inh inactive and KCNQ2 block inactive.

The closing 3 compounds of the part above open the next one.
For COc1ccccc1CN1CCNC(=O)C1CC(=O)NC1CCCCCC1 (stereo not given) the results were CHT inh inactive and KCNQ2 block inactive.
`Cc1nc(SCC(=O)Nc2ccnc3ccccc23)n[nH]1` gave CHT inh inactive and KCNQ2 block inactive.
For CCOc1ccc(/C=c2\sc3nc(-c4ccco4)nn3c2=O)cc1OCC the results were CHT inh inactive and KCNQ2 block inactive.
Screening O=C(CSc1n[nH]c(-c2ccccc2)n1)Nc1ccc(N2CCOCC2)cc1 returned CHT inh inactive and KCNQ2 block inactive.
Cc1nnc(SCC(=O)N2c3ccccc3CC2C)[nH]c1=O (stereo not given) was read as CHT inh inactive and KCNQ2 block inactive.
For Cc1nc2nc(C)c(NS(=O)(=O)c3ccc(Cl)cc3)c(=O)n2[nH]1 the results were CHT inh inactive and KCNQ2 block inactive.
CC1=C(C)CC(C(=O)NCCc2ccccc2)C(C(=O)O)C1 (stereo not given) was read as CHT inh inactive and KCNQ2 block inactive.
Cc1ccnc(NC(=O)c2ccccc2NC(=O)c2ccccc2)c1 was read as CHT inh inactive and KCNQ2 block inactive.
COCCCNC(=S)N(CCCN(C)C)Cc1cc2cc3c(cc2[nH]c1=O)OCCO3 was read as CHT inh inactive and KCNQ2 block inactive.
Screening O=C(NN=C1CCCC1)NC1CCCCC1 returned CHT inh inactive and KCNQ2 block inactive.
Screening CCOC(=O)NC(=O)C(=CNc1ccccc1C)C(=O)NC(=O)OCC returned CHT inh inactive and KCNQ2 block inactive.
Screening COc1ccc(C(=O)NN(C)c2nc(C(F)(F)F)nc3ccccc23)cc1 returned CHT inh inactive and KCNQ2 block inactive.
Screening CC1=C(C)C(C)=C(C#N)C(=C(C#N)C#N)N1 returned CHT inh inactive and KCNQ2 block inactive.
CCOc1ccc(Br)cc1S(=O)(=O)NCc1ccncc1 was read as CHT inh inactive and KCNQ2 block inactive.
O=C(Nc1ccc(F)cc1)c1nc[nH]c1C(=O)Nc1ccccc1[N+](=O)[O-] was read as CHT inh inactive and KCNQ2 block inactive.
Screening O=c1c2c([nH]c3ccccc13)CCCCC2 returned CHT inh inactive and KCNQ2 block inactive.
CCCCC(=O)Nc1cc(Cl)ccc1C(=O)O was read as CHT inh inactive and KCNQ2 block inactive.
`Brc1ccc(CSc2ncn[nH]2)cc1` gave CHT inh inactive and KCNQ2 block inactive.
O=c1c2ccccc2[nH]c2ccccc12 was read as CHT inh inactive and KCNQ2 block inactive.
Screening Cc1cc(=O)[nH]c2c(C)c(Cl)ccc12 returned CHT inh inactive and KCNQ2 block inactive.
`COc1ccc(N(CC(=O)NC2CC3CCC2C3)S(=O)(=O)c2ccccc2)cc1Cl` (stereo not given) gave CHT inh inactive and KCNQ2 block inactive.
For O=C(c1ccc(COc2ccc(Br)cc2)o1)N1N=C(C(F)F)CC1(O)C(F)F (stereo not given) the results were CHT inh inactive and KCNQ2 block inactive.
`C#CC1(NC(=O)NCCCC)CCCCC1` gave CHT inh inactive and KCNQ2 block inactive.
Screening CCC(=O)Nc1nc(NCc2ccccc2OC)n(-c2ccccc2)n1 returned CHT inh inactive and KCNQ2 block inactive.
`Cc1cc2[nH]c(=O)c(=O)[nH]c2cc1S(=O)(=O)NC1CCC(C)CC1` (stereo not given) gave CHT inh inactive and KCNQ2 block inactive.
Screening Cc1cc(OCC(=O)NNC(=S)NC(=O)c2cccs2)ccc1Cl returned CHT inh inactive and KCNQ2 block inactive.
Screening CCN(CC(=O)Nc1ccc(Br)cc1)C(=O)Cc1cccc(F)c1 returned CHT inh inactive and KCNQ2 block inactive.
`O=C(CCCC(=O)N(CC(=O)NC1CCCCC1)Cc1ccco1)Nc1ccccn1` gave CHT inh inactive and KCNQ2 block inactive.
CC(CCc1ccccc1)NC(=O)c1cccc(F)c1 (stereo not given) was read as CHT inh inactive and KCNQ2 block inactive.
CC/C(C)=N\N=C\c1c(O)n(CC)c2cc(C3=NNC(=O)CC3)ccc12 was read as CHT inh inactive and KCNQ2 block inactive.
For CCOc1ccc(CCNC(=O)Nc2ccccc2)cc1OCC the results were CHT inh inactive and KCNQ2 block inactive.
Screening NC(Cc1ccccc1)C(O)(c1ccccc1)c1ccccc1 (stereo not given) returned CHT inh inactive and KCNQ2 block inactive.
Screening CC(C)(C)c1ccc(-c2csc(NC(=O)CN3C(=O)NC4(CCCCC4)C3=O)n2)cc1 returned CHT inh inactive and KCNQ2 block inactive.
`O=C(O)C1CSC(c2coc3ccccc3c2=O)N1` (stereo not given) gave CHT inh inactive and KCNQ2 block inactive.
Screening NC(=O)c1ccccc1NC(=O)CC1(CC(=O)O)CCCC1 returned CHT inh inactive and KCNQ2 block inactive.
Screening Cc1cccc(CCNC(=O)c2cccc(NC3=NC4CS(=O)(=O)CC4S3)c2)c1 (stereo not given) returned CHT inh inactive and KCNQ2 block inactive.
CCC(C)(CC(=O)Nc1nccs1)c1ccccc1 (stereo not given) was read as CHT inh inactive and KCNQ2 block inactive.
Screening COc1cc(CNc2ccc3[nH]c(=O)[nH]c3c2)ccc1OCc1ccccc1Cl returned CHT inh inactive and KCNQ2 block inactive.
For O=C1CCC(C(=O)N2CCCC2)CN1CCc1cccc(F)c1 (stereo not given) the results were CHT inh inactive and KCNQ2 block inactive.
Screening COC(=O)CNC(=O)c1cccc(Cl)c1 returned CHT inh inactive and KCNQ2 block inactive.
`CN(C)c1ccc(SC#N)cc1` gave CHT inh inactive and KCNQ2 block inactive.
`Cc1ccccc1-n1c(C)nnc1SCC(=O)NCC1CCCO1` (stereo not given) gave CHT inh inactive and KCNQ2 block inactive.
Screening COc1ccc(OC)c(-c2cc(C3CCN(c4ncccc4[N+](=O)[O-])CC3)[nH]n2)c1 returned CHT inh inactive and KCNQ2 block inactive.
Screening CC(C)c1ccc(C(=O)Nc2cccnc2)cc1 returned CHT inh inactive and KCNQ2 block inactive.
Screening CCOC(=O)C(C)Oc1cccc2c(=O)n(CC(=O)N3CCCc4ccccc43)ccc12 (stereo not given) returned CHT inh inactive and KCNQ2 block inactive.
`Cc1ccc(CC(=O)NC(C)CCc2ccccc2)cc1` (stereo not given) gave CHT inh inactive and KCNQ2 block inactive.
`CCOC(=O)CN(C(=O)COc1nc(C)cc(C)c1C#N)c1ccc(F)cc1` gave CHT inh inactive and KCNQ2 block inactive.
For Cc1ccc(C(=O)Nc2cc(C(C)C)c(O)c(C(C)C)c2)cc1 the results were CHT inh inactive and KCNQ2 block inactive.
O=C(NCc1nc(-c2ccc(C(F)(F)F)cc2)no1)c1cccs1 was read as CHT inh inactive and KCNQ2 block inactive.
For CCOc1ccc2oc(=O)cc(CN3CCOCC3)c2c1 the results were CHT inh inactive and KCNQ2 block inactive.
O=C(NCCNC(=O)c1ccccn1)c1ccc(F)cc1 was read as CHT inh inactive and KCNQ2 block inactive.
`COC(=O)c1ccc(C2C(C(=O)c3cc4ccccc4o3)=C(O)C(=O)N2CCN2CCOCC2)cc1` (stereo not given) gave CHT inh inactive and KCNQ2 block inactive.
Screening Cc1cc(Cl)ccc1OCC(=O)NCCOc1nc(N2CCCCC2)nc(N2CCOCC2)n1 returned CHT inh inactive and KCNQ2 block inactive.
`CC(C)CNC(=O)CN(C1CCCCC1)S(C)(=O)=O` gave CHT inh inactive and KCNQ2 block inactive.
`O=C(Nc1ccccc1F)c1ccc([N+](=O)[O-])s1` gave CHT inh inactive and KCNQ2 block inactive.
Cc1nn(CCCC(=O)Nc2sc3c(c2C#N)CCC3)c(C)c1[N+](=O)[O-] was read as CHT inh inactive and KCNQ2 block inactive.
For CCOC(=O)c1ccc(NC(=O)c2nc[nH]c2C(=O)N(C)Cc2ccccc2)cc1 the results were CHT inh inactive and KCNQ2 block inactive.
Screening Cc1ccc(S(=O)(=O)C2(C(=O)Nc3ccc(F)cc3)CC2)cc1 returned CHT inh inactive and KCNQ2 block inactive.
Screening O=C(COc1ccc(Cl)cc1)N1CCN(S(=O)(=O)c2ccccc2)CC1 returned CHT inh inactive and KCNQ2 block inactive.
For N#CCSc1nnc(-c2sc3ccccc3c2Cl)o1 the results were CHT inh inactive and KCNQ2 block inactive.
O=S(=O)(c1ccccc1)N1CCN(c2nc(-c3cccs3)nc3ccccc23)CC1 was read as CHT inh inactive and KCNQ2 block inactive.
Screening CCCNc1nc(-c2cc(C(=O)Nc3ccccc3)on2)cc(C(C)C)n1 returned CHT inh inactive and KCNQ2 block inactive.
`O=C1C2=C(Nc3ccccc3SC2c2ccco2)c2ccccc21` (stereo not given) gave CHT inh inactive and KCNQ2 block inactive.
For Cc1occc1C(=O)NNS(=O)(=O)c1ccc([N+](=O)[O-])cc1 the results were CHT inh -5.1* and KCNQ2 block inactive.
For O=C(Nc1ccccc1NC(=O)c1ccco1)c1ccco1 the results were CHT inh inactive and KCNQ2 block inactive.
`CCCCNc1c(-c2cccc(SC3CCCCC3)c2)nc2ccc(Cl)cn12` gave CHT inh inactive and KCNQ2 block inactive.
CC1CCCC(NC(=O)CCCn2ncn3c(cc4occc43)c2=O)C1C (stereo not given) was read as CHT inh inactive and KCNQ2 block inactive.
`C[C@@H]1CC[C@@]23COC(=O)C2=CCC[C@@H]3[C@@]1(C)CC/C(=C/CO)CO` gave CHT inh inactive.
`CCOC(=O)C1CCN(C(=O)Nc2ccc3nccnc3c2)CC1` gave CHT inh inactive and KCNQ2 block inactive.
COc1ccc(/C=C(/NC(=O)c2ccco2)C(=O)N2CCCCC2)cc1 was read as CHT inh inactive and KCNQ2 block inactive.
For CCN(CC)S(=O)(=O)c1cccc(C(=O)N/N=C/c2ccccc2OCC(=O)O)c1 the results were CHT inh inactive and KCNQ2 block inactive.
`COc1cc2ccc(=O)oc2c(O)c1OCC=C(C)C` gave CHT inh inactive and KCNQ2 block inactive.
`Oc1ccc(-c2nc3ccccn3c2NCc2ccc3c(c2)OCO3)cc1` gave CHT inh inactive and KCNQ2 block inactive.

4 compounds drawn at random from the list so far:
`Oc1ccc(-c2nc3ccccn3c2NCc2ccc3c(c2)OCO3)cc1` gave CHT inh inactive and KCNQ2 block inactive.
`CCOC(=O)C1CCN(C(=O)Nc2ccc3nccnc3c2)CC1` gave CHT inh inactive and KCNQ2 block inactive.
`C[C@@H]1CC[C@@]23COC(=O)C2=CCC[C@@H]3[C@@]1(C)CC/C(=C/CO)CO` gave CHT inh inactive.
For O=C(Nc1ccccc1NC(=O)c1ccco1)c1ccco1 the results were CHT inh inactive and KCNQ2 block inactive.

Additional entries follow.
CCNC(=S)NNC(=O)c1cc(-c2cccc(OC)c2)nc2ccccc12 was read as CHT inh inactive and KCNQ2 block inactive.
For O=C(NCCc1csc(-c2cccnc2)n1)c1cccc2ccccc12 the results were CHT inh inactive and KCNQ2 block inactive.
`CCCCN=C(C)c1c(O)c2ccccc2oc1=O` gave CHT inh inactive and KCNQ2 block inactive.
`CCN1C2OC3OC4C(OC3OC2N(CC)S1(=O)=O)N(CC)S(=O)(=O)N4CC` (stereo not given) gave CHT inh inactive and KCNQ2 block inactive.
COc1ccc(C(=O)Nc2c(N)nc(SCC(=O)NCC3CCCO3)[nH]c2=O)cc1 (stereo not given) was read as CHT inh inactive and KCNQ2 block inactive.
Screening O=C(NC(c1cccnc1)C(F)(F)F)c1cc(COc2ccc3c(c2)CCCC3)on1 (stereo not given) returned CHT inh inactive and KCNQ2 block inactive.
`CSc1cc(CS(=O)(=O)c2ccccc2)nc(-c2ccccc2)n1` gave CHT inh inactive and KCNQ2 block inactive.
O=c1[nH]nc(Cc2ccc(-c3ccccc3Cl)o2)c2ccccc12 was read as CHT inh inactive and KCNQ2 block inactive.
Screening Cc1cccc(C)c1OCCNC(=O)OCc1ccccc1 returned CHT inh inactive and KCNQ2 block -6.9*.
For CCCc1ncc(C(=O)c2ccc(OC)cc2)n1C the results were CHT inh inactive and KCNQ2 block inactive.
`N=c1c(C(=O)NCCN2CCOCC2)cc2c(=O)n3ccccc3nc2n1CCc1ccccc1` gave CHT inh inactive and KCNQ2 block inactive.

In the list so far, 3 have a CF3 group:
Screening COc1ccc(C(=O)NN(C)c2nc(C(F)(F)F)nc3ccccc23)cc1 returned CHT inh inactive and KCNQ2 block inactive.
O=C(NCc1nc(-c2ccc(C(F)(F)F)cc2)no1)c1cccs1 was read as CHT inh inactive and KCNQ2 block inactive.
Screening O=C(NC(c1cccnc1)C(F)(F)F)c1cc(COc2ccc3c(c2)CCCC3)on1 (stereo not given) returned CHT inh inactive and KCNQ2 block inactive.

An unsorted share of the library (roughly 1.9% active in at least one column).
